High-throughput results deposited in PubChem BioAssay by National Center for Advancing Translational Sciences (NCATS).
Mito fusion yeast = qHTS Assay for Small Molecule Inhibitors of Mitochondrial Division or Activators of Mitochondrial Fusion; S. cerevisiae fusion-defective mutant growth rescue, CellTiterGlo 48 h; Potency, µM (titrated, usually from 46.1 µM), inactives show at the top dose growth rescue (activation), actives largely listed as activators; 320,000 compounds, 0.23% hits;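 also: potency is read from the fitted curve at half-maximal effect; % of control where 0% means no effect; nearly all actives have a fitted effect of over 45% in size; temperature-sensitive fusion mutants such as fzo1-1 at 37 °C on non-fermentable ethanol glycerol medium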
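Luminescent cell viability in 1536-well qHTS format served as the measure of rescued growth in ts fusion-mutant S. cerevisiae cultured on non-fermentable YPEG for 48 hours at 37C.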
AT treatment = qHTS Assay for Identifying a Potential Treatment of Ataxia-Telangiectasia. […] A-T fibroblasts, KAP-1 phosphorylation AlphaLISA; neocarzinostatin DNA damage 30 min before lysis. Potency, µM (highest dose often 57.5 µM), inactives show at the top dose activation, usual class: activators. 320,000 compounds, 0.19% hits; also: potency is read from the fitted curve at half-maximal effect; % of control where 0% means no effect; nearly all actives have a fitted effect of over 45% in size
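hTERT-immortalized A-T patient fibroblasts ([…]), 500 cells/well in OPTI-MEM, 1% FBS, got compounds for 60 min, then NCS for 30 min at 37C. Lysates were then assayed for phospho-KAP-1 by AlphaLISA (anti-pKAP1 donor, anti-KAP1 acceptor beads), 6 hr at 25C.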
PTAP TSG101 blk = qHTS Assay for Iinhibitors of HIV-1 Budding by Blocking the Interaction of PTAP/TSG101; Tumor susceptibility gene 101 protein (Homo sapiens), Q99816; Fluorescence polarization, FITC-PTAP peptide / Tsg101 binding; Potency, µM (highest dose often 115 µM), for the others: top-dose activity change, negative = inhibition, usual class: inhibitors; 340,000 tested, under 10 active; AID 493005, 2010; active = well fitted inhibition curve with a large enough effect in the main read-out, with a control signal flat, not every such curve was filed as active; inconclusive = small, poorly fitted or top-dose-only effect, or effect the other way, or a change in a side signal; inactive = no such curve, though single readings can be large or run the other way; also: potency is read from the fitted curve at half-maximal effect; % of control where 0% means no effect
Target sequence (Q99816 whole entry, looked up): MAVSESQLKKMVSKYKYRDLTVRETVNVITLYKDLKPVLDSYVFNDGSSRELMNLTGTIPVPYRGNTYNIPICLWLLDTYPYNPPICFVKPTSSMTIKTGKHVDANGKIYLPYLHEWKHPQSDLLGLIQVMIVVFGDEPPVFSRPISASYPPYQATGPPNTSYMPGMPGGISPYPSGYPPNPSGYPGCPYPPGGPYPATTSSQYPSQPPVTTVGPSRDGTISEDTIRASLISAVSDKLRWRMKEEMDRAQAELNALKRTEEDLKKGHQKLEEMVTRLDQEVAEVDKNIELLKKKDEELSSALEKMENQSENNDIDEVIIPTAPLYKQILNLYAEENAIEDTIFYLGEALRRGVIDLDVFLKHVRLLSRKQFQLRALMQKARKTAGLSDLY
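FP read-out: FITC-PTAP peptide, 50 nM final, binding Tsg101 binding domain, 10 uM final; 20 min, r.t.; 10 mM HEPES pH 7.5, 0.15 M NaCl, 0.01% Tween 20, 3 mM EDTA, 0.1 mM TCEP.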
Eya2 inh = qHTS Assay for Inhibitors of the Phosphatase Activity of Eya2; Protein phosphatase EYA2 (Homo sapiens), O00167; recombinant Eya2, OMFP fluorescence dephosphorylation (OMFP is methylfluorescein phosphate); Potency, µM (top dose mostly 76.9 µM), for inactives: at the top dose activity, negative = inhibition, actives largely listed as inhibitors; 330,000 compounds, 0.006% hits; AID 488837, 2010; also: potency is read from the fitted curve at half-maximal effect; % is scaled to controls: 0 for no effect and ±100 for the full control effect
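Eya2 (0.2 uM) preincubated 10 min at ambient with compound, then OMFP substrate added at 50 uM; 10 min reaction in 50 mM HEPES pH 7.5, 50 mM NaCl, 5 uM MgCl2, 0.05% BSA, 1 mM DTT. Fluorescence read at Ex 485/Em 525 nm.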
Tb PFK block = qHTS Assay to Find Inhibitors of T. brucei phosphofructokinase. ATP-dependent 6-phosphofructokinase (Trypanosoma brucei brucei), O15648. T. brucei PFK, ADP-Glo luminescence. Potency, µM (series often up to 57.5 µM), for inactives: at the top dose activity, negative = inhibition, hits mostly inhibitors. 330,000 compounds, 0.17% hits. AID 485367, 2010;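 also: potency is read from the fitted curve at half-maximal effect; 0% = uninhibited 1x PFK enzyme wells and -100% = no-enzyme wells; nearly all actives have a fitted effect of over 60% in size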
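1.25 nM PFK with 0.5 mM F6P and 0.1 mM ATP in 0.1 M TEA pH 8.0, 5 mM MgCl2, incubated 45 min at room temperature; ADP measured by ADP-Glo luminescence; compounds titrated up to 57 uM.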
a7 integrin act = qHTS for Activators of Integrin-Mediated Alleviation for Muscular Dystrophy | alpha7betagal myoblasts, beta-gal FDG fluorescence, 48 h | Potency, µM (top dose mostly 38.3 µM), for inactives: at the top dose activation, actives largely listed as activators | 350,000 compounds, 0.064% hits | AID 624291, 2012;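 also: potency is read from the fitted curve at half-maximal effect; 100% = response of the positive control SU9516; nearly all actives have a fitted effect of over 60% in size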
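alpha7betagal+/- myoblasts (passage 13, 250/well) treated 48 h at 37C with compounds at 1:260 dilution of DMSO stock. Lysed, then beta-galactosidase activity read as FDG fluorescence (ex 480/em 540) after 30 min, with pre-read for autofluorescence.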
ELG1 DNA repair = qHTS screen for small molecules that inhibit ELG1-dependent DNA repair in human embryonic kidney (HEK293T) cells expressing luciferase-tagged ELG1 | HEK293T ELG1-luciferase reporter, luminescence, 16 h; DNA damage induced by 5-fluorouridine | Potency, µM (series often up to 46.1 µM), for the others: top-dose activity change, negative = inhibition, most hits filed as inhibitors | 330,000 compounds, 2.3% hits | AID 504467, 2011; also: potency is read from the fitted curve at half-maximal effect; % is scaled to controls: 0 for no effect and ±100 for the full control effect; nearly all actives have a fitted effect of over 55% in size
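Cells (2,000 per well) received 5-fluorouridine plus test compound or DMSO and were incubated 16 hr at 37 °C, 5% CO2. Luciferase activity was read by luminescence 30 min after ONE-Glo addition; signal suppression marked inhibition of damage-induced ELG1 function.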
S-ASM inh = Inhibitors of Secretory Acid Sphingomyelinase (S-ASM): qHTS | Sphingomyelin phosphodiesterase (Homo sapiens), P17405 | placental ASM, HMU-PC fluorogenic substrate, 60 min | Potency, µM (titrated, usually from 57.5 µM), for the others: at the top dose activity change, negative = inhibition, actives largely listed as inhibitors | 340,000 compounds, 0.006% hits | AID 504937, 2011; also: potency is read from the fitted curve at half-maximal effect
Target sequence (P17405 47-631 limits assumed): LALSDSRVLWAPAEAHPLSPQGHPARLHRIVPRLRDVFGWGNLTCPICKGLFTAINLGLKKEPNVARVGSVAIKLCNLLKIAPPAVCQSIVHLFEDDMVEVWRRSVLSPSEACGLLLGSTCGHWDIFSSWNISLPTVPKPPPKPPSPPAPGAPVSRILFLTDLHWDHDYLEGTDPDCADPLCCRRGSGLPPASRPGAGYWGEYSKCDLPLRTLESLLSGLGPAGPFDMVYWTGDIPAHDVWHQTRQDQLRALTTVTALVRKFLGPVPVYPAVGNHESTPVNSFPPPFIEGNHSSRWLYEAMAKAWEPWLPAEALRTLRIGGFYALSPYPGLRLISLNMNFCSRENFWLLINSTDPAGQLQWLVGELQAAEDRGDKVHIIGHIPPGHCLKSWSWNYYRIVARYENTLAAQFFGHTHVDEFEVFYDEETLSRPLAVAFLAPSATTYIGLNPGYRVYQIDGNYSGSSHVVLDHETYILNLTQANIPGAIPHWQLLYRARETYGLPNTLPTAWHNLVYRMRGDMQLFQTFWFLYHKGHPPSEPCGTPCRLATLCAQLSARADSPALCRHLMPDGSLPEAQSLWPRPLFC
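Human placenta-derived ASM enzyme was preincubated with compound for 10 minutes at room temperature, then given fluorogenic substrate HMU-PC0 (9 uM final) for 60 minutes at 37 °C; a pH 10 stop preceded fluorescence reading at Ex 386/Em 447 nm.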
TSHR antagonist = Antagonists of the Thyroid Stimulating Hormone Receptor: HTS campaign; Thyrotropin receptor (Homo sapiens), P16473; AID 504810, 2011; 330,000 compounds, 0.2% hits; activity change, negative = inhibition, % at 11.5 µM; TSHR-expressing cells, TSH-stimulated cAMP HTRF, 2 h; active compounds read low;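 active = activity change below a set negative limit, meaning inhibition stronger than a set level, cut at about -70% in these data; inconclusive = activity change between two set negative limits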; also: % is scaled to controls: 0 for no effect and ±100 for the full control effect
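TSHR-expressing cells were treated with compounds, then stimulated with TSH at EC80 (4nM final) for 2 hours at 37 deg C. Cellular cAMP was measured by HTRF competition between lysate cAMP and cAMP-d2 for a cryptate-labelled anti-cAMP antibody.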
Chronic BCR inh = qHTS Assay to Find Inhibitors of Chronic Active B-Cell Receptor Signaling | ABC-DLBCL IkBa-CBG/CBR reporter, luminescence ratio, 4 h | 340,000 compounds, 0.05% hits | Potency, µM (top dose mostly 46.1 µM), inactives show top-dose ratio change, negative = lower green/red ratio, usual class: inhibitors; active = well fitted inhibition curve with a large enough effect in the signal ratio, with a control signal flat, not every such curve was filed as active; inconclusive = small, poorly fitted or top-dose-only effect, or effect the other way, or a change in a side signal; the % refers to the signal ratio;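 also: potency is read from the fitted curve at half-maximal effect; plate controls were basal doxycycline-induced cells for no effect and cells given 10 µM MG132 for full effect; MG132 reads +100%, hits lower the ratio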
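Concentration-response series (up to 46 uM) were applied to TMD8 dual-reporter cells for 4 h at 37C with doxycycline. Green/red ratio, after filter-overlap correction, defined %Activity; red signal alone was normalised to basal cells and zero luminescence.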
TCR activator = Activators of T cell receptors: qHTS campaign; primary human leukocytes, anti-CD3, IL-2 HTRF, 48 h; 330,000 tested, under 10 active; Potency, µM (doses to about 9.22 µM), for inactives: top-dose activation of IL-2 secretion, most hits filed as activators; also: % of control where 0% means no effect
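Compounds are tested in HTS on primary human leukocytes co-incubated with a-CD3 beads for 48 hr. IL-2 output is measured by time-resolved FRET.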
* = called active by the depositor; u = inconclusive; x = not tested or not shown; [ ] = another dose, or the depositor's remark. Unless noted, calls follow the shape of the dose curve; as a rule, active = well fitted curve in the direction sought with a large enough effect; inconclusive = small, poorly fitted or top-dose-only effect, or another doubt; inactive = no such curve, though single readings can be large; an effect the other way counts as inactive or inconclusive.

entry	molecule	Mito fusion yeast	AT treatment	PTAP TSG101 blk	Eya2 inh	Tb PFK block	a7 integrin act
1	CC(NC(=O)Nc1ccc([N+](=O)[O-])cc1)C(c1cccs1)N1CCCC1 (centres undefined)	3%	-11%	-6%	2%	-4%	15%
2	COc1ccc(-c2noc(Cc3cccs3)n2)cc1	1%	9%	3%	5%	2%	34%
3	CCc1cc(C(=O)COc2ccccc2F)c(O)cc1O	u	10%	-6%	-3%	0%	10%
4	CC1CCN(C(=O)c2cc(-c3ccco3)on2)CC1	6%	4%	-1%	-2%	1%	34%
5	COc1ccc(Cl)cc1S(=O)(=O)Nc1ccncc1	-9%	-4%	-1%	4%	-1%	-1%
6	CCOC(=O)NC1(NC2CCCCC2)Oc2ccccc2O1	-1%	5%	-10%	4%	-18%	-31%
7	CCOC(=O)c1cc(C#N)c(SCC(=O)OC)[nH]c1=O	3%	8%	2%	4%	-5%	-37%
8	CCOc1ccc(CN2CCN(Cc3cc4c(cc3Cl)OCO4)CC2CCO)cc1 (centres undefined)	10%	15%	-12%	-1%	-5%	-21%
9	O=C(NCC1OCCc2ccccc21)c1cc(COc2c(F)cccc2F)on1 (centres undefined)	-3%	2%	-1%	-13%	1%	-16%
10	Cc1ccc(/C=C/C(=O)O)cc1S(=O)(=O)N(C)CCO	-2%	-1%	1%	3%	-7%	6%
11	Cc1ccc(NC(=O)CCn2c(=O)oc3ccccc32)cc1	8%	17%	-1%	14%	-3%	41%
12	O=C(COC(=O)C1CCCC1)Nc1cccc(Cl)c1Cl	x	30%	-7%	-12%	-1%	-34%
13	CCn1c(SCCC#N)nnc1-c1ccncc1	2%	7%	-4%	7%	4%	14%
14	CC(=O)Nc1cccc(C(=O)OC(C)C(=O)NCc2ccc3c(c2)OCO3)c1 (centres undefined)	1%	4%	-1%	3%	0%	-8%
15	CCCC(C(=O)NCc1ccco1)N(C(=O)CNS(=O)(=O)c1ccccc1)c1ccc(OC)cc1 (centres undefined)	-2%	-2%	-1%	7%	3%	0%

entry	ELG1 DNA repair	S-ASM inh	TSHR antagonist	Chronic BCR inh	TCR activator
1	-11%	-1%	-5	u	0%[46.1 µM]
2	u	0%	-13	-13%	1%
3	u	-4%	-14	u	0%
4	u	6%	6	u	-8%
5	1%	4%	-7	-3%	10%
6	-7%	1%	-12	-11%	2%
7	10%	0%	8	13%	-2%
8	u	4%	6	-8%	-8%
9	10%	-4%	12	-1%	-3%
10	23%	4%	14	0%	7%[46.1 µM]
11	17%	1%	14	7%	3%
12	5%	0%	0	2%	-5%[46.1 µM]
13	7%	3%	-4	0%	3%
14	12%	-4%	-10	u	-2%
15	-17%	0%	7	u	-1%

The list goes on:
entry	molecule	Mito fusion yeast	AT treatment	PTAP TSG101 blk	Eya2 inh	Tb PFK block	a7 integrin act
16	COCCNC(=S)N1CCOCC1	-7%	1%	0%	-2%	10%	-4%
17	CC(=O)OCCOc1nc(N(C)C)nc(N(C)C)n1	1%	1%	-5%	-2%	0%	4%
18	CCOC(=O)c1c(NC(=O)CSC2=NN3CCCC(=O)N=C3S2)sc2c1CCCCC2	6%	4%	-1%	0%	-1%	-16%
19	Cc1ccc(Cl)cc1N(C)C(=O)Cn1ncc2c([nH]c3ccccc32)c1=O	4%	-3%	-2%	-13%	-2%	16%
20	Cc1c(NC(=O)CSc2nc3c(cnn3-c3ccccc3)c(=O)[nH]2)c(=O)n(-c2ccccc2)n1C	-4%	1%	-3%	-6%	0%	-10%
21	O=C(NCc1cccnc1)C1CCN(S(=O)(=O)c2cccnc2)CC1	2%	4%	1%	-6%	-7%	24%
22	CC(C)C(c1nnnn1Cc1ccco1)N1CCN(c2nc3ccccc3s2)CC1 (centres undefined)	20%	11%	-5%	2%	-5%	16%
23	COc1ccc(NS(=O)(=O)c2ccc(C(=O)N(C)Cc3cccs3)cc2)cc1	23%	4%	-5%	9%	2%	-8%
24	COC(=O)[C@@]1(Cc2ccc(OC)cc2)[C@H]2c3cc(C(=O)N(C)C)n(Cc4ccc(OC(F)(F)F)cc4)c3C[C@H]2CN1C(=O)c1ccccc1	9%	-6%	-8%	-7%	2%	-41%
25	Cc1ccc2nc(N3CCOCC3)c(C=O)c(=O)n2c1	4%	22%	-6%	-5%	-7%	-11%
26	Cc1onc(-c2c(Cl)cccc2Cl)c1C(=O)NC(=S)Nc1sc2c(c1C(N)=O)CCC(C)C2 (centres undefined)	-1%	-9%	-4%	6%	0%	u
27	CC(C)(C)c1[nH]nc2c1C(c1ccco1)C(C#N)=C(N)O2 (centres undefined)	-2%	7%	-2%	1%	1%	-26%
28	O=C(Nc1ccc(S(=O)(=O)Nc2ccccc2)cc1)C1CC1	4%	5%	-5%	1%	0%	-20%
29	CC1(C(=O)CSc2n[nH]c(-c3ccccc3Cl)n2)CCC(=O)O1 (centres undefined)	0%	3%	x	6%	-1%	x
30	O=C1CCCCC1C(=O)c1cn(-c2ccc(Cl)c(Cl)c2)nn1 (centres undefined)	0%	2%	0%	-2%	-3%	-4%
31	Cc1ccc(NC(=O)COC(=O)/C=C/c2ccccc2)cc1S(=O)(=O)N1CCOCC1	26%	-2%	-4%	-2%	-1%	-32%[inhibitor]
32	Cc1csc2c(N3CCN(C(=O)c4ccc(C(C)(C)C)cc4)CC3)ncnc12	7%	0%	-7%	-19%	3%	-54%

entry	ELG1 DNA repair	S-ASM inh	TSHR antagonist	Chronic BCR inh	TCR activator
16	u	5%	16	-1%	5%[46.1 µM]
17	0%	1%	7	-2%	1%
18	u	-10%	7	-1%	-2%
19	-3%	-2%	-4	-9%	4%
20	-1%	-3%	7	2%	-3%
21	13%	3%	31	19%	0%
22	u	-9%	u	4%	3%
23	u	1%	17	-6%	3%
24	u	-2%	6	-1%	-9%
25	u	-3%	41	-13%	7%
26	u	-4%	9	u	-7%[46.1 µM]
27	1%	-1%	4	u	-2%
28	-6%	0%	-3	0%	4%
29	13%	x	-2	-8%	x
30	u	-2%	11	u	-9%
31	4%	-2%	2	-1%	-9%
32	15µM*	-18%	-25	-1%	5%
